Hsp70 inhibitors = small molecules displacing fluorescent ligand from Hsp70 – biochemical, fluorescence polarization, primary screen (AID 583); Hsp70 fluorescence polarization probe displacement, mP; higher % means a stronger effect; displacement, % at 20 µM, or IC50 in µM where a hit was titrated; 0.06% of 140,000 active; in the data active means displacement above about 50%;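 further: plate controls were vehicle for no effect and reference ligand for full effect; a part of the inactive calls stands beside numbers as strong as those of hits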
MKP-3 inhibition = inhibition of rat DUSP6 enzyme activity – biochemical, in vitro, primary screen (AID 425); 0.17% of 110,000 active; recombinant MKP-3 phosphatase activity, fluorescence; higher % means a stronger effect; inhibition, % at 20 µM; hits with a dose series show IC50 in µM; in the data active means inhibition above about 50%;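 further: plate controls were vehicle for no effect and reference inhibitor for full effect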
Active calls of the source: *; nt = not tested or not shown; & = joins results of further samples.

SMILES	Hsp70 inhibitors	MKP-3 inhibition
CCOC(=O)C1CCCN(C(=O)c2ccc3c(c2)OCO3)C1 (stereo not drawn)	-2.1%	-27%
O=C(O)C1CCCCC1C(=O)NCCc1cccc(Cl)c1 (stereo not drawn)	-2.8%	-5%
CC1=CC(C)C(C(=O)O)C(C(=O)O)C1 (stereo not drawn)	3.9%	-17%
CC12CC3CC(C)(C1)CC(C(=O)NC1=NCCS1)(C3)C2	-0.9%	nt
Cn1c(C(=O)NCc2ccc3c(c2)OCO3)cc2sccc21	3.0%	-5%
Cn1c2ccccc2c2cnn(CC(=O)N3CCN(c4ncccn4)CC3)c(=O)c21	nt	0%
CCN(CC)C(=O)c1sc(NC(=O)CCCOc2ccc(Cl)cc2C)c(C(=O)OC)c1C	-9.0%	4%
O=C(NCCc1ccccc1)C(=O)Nc1cccc(Cl)c1Cl	-6.4%	4%
O=C(N1CCOCC1)C12CC3CC(C1)CC(c1ccccc1)(C3)C2	0.7%	nt
O=C1Nc2ccc(S(=O)(=O)NCc3ccco3)c3cccc1c23	6.7%	-3%
COc1ccccc1Nc1nc(C)c([N+](=O)[O-])c(Nc2ccccc2OC)n1	2.6%	0%
CCN(CC)CCN1C(=O)C(=O)/C(=C(/O)c2ccc(Br)cc2)C1c1ccccc1F (stereo not drawn)	2.8%	-4%
C=CCC(c1ccccc1F)N(CCN1CCOCC1)C(=O)Nc1cccc(Cl)c1 (stereo not drawn)	6.9%	nt
Cc1cc(NC(=O)CSc2nc(CCC3CCCC3)nc3ccccc23)no1	-0.9%	-9%
CCOc1cc(S(=O)(=O)N2CCCCC2)ccc1Cl	-0.9%	-3%
Cc1ccc(S(=O)(=O)C(F)(F)F)cc1NC(=O)c1cccnc1	-4.6%	-1%
COc1ccc(/C=C(/C(=O)c2c(C)cc(C)[nH]c2=O)c2ccccc2)cc1	1.5%	2%
CCc1ccc2c(c1)C(NC(C)=O)C(=O)N2CC (stereo not drawn)	1.0%	0%
O=C(NCC1CCCO1)C1c2ccccc2C(=O)N1C1CCCCCCC1 (stereo not drawn)	-3.6%	-6%
Cc1cc(=O)oc2c(C)c3occ(-c4ccccc4)c3cc12	2.2%	3%
CCOc1ccc(Cc2c(O)n(-c3ccccc3)c(=S)[nH]c2=O)cc1	1.6%	5%
O=C(CCS(=O)(=O)c1cccc2nsnc12)N1CCN(c2ccccc2F)CC1	-5.8%	nt
COC(=O)c1ccc(C)c(NC(=O)c2nn(C)c(=O)c3ccccc23)c1	2.7%	2%
Cc1cc(C)c(OCC(=O)Nc2cccc([N+](=O)[O-])c2)c(C)c1	-3.8%	2%
N#Cc1ccsc1NC(=O)c1cnccn1	-3.3%	-10%
SMILES	Hsp70 inhibitors	MKP-3 inhibition
O=S(=O)(Nc1ccc2oc(-c3ccc(I)cc3)nc2c1)c1ccccc1	-0.3%	-1%
O=C(Nc1nc(-c2ccc(Cl)cc2)cs1)c1cccnc1	-0.3%	nt
O=C1OC(c2ccccc2)=C/C1=C\N1CCOCC1	4.0%	-12%
CCCCOC(=O)c1ccc(NC(=O)c2ccc(OC)c([N+](=O)[O-])c2)cc1	0.7%	2%
COc1ccc(-c2noc(COc3ccc(Br)cc3)n2)cc1	-0.7%	-4%
CC(=O)C1=C(O)C(=O)N(CCN2CCOCC2)C1c1ccccc1 (stereo not drawn)	0.8%	-6%
c1coc(Cn2c(SCc3nc4ccccc4[nH]3)nnc2-c2cccs2)c1	2.6%	-7%
O=C(CCCCCN1C(=O)c2ccccc2C1=O)Nc1ccc(F)c(Cl)c1	0.7%	3%
Clc1ccc(Cn2ncc3c(N4CCCC4)ncnc32)cc1	0.1%	2%
c1ccc(-c2noc(C(c3ccccc3)c3ccccc3)n2)cc1	3.6%	-6%
CC(C)c1ccc(C=NCCCO)cc1	2.3%	3%
CCN(CC)S(=O)(=O)c1cc(C(=O)Nc2cccc(O)c2)ccc1Cl	-1.2%	3%
CCOCCCNC(=O)C1CCCN1C(=O)NC1CCCCC1 (stereo not drawn)	2.0%	5%
O=C(Cn1cc(C(=O)c2cccs2)c2ccccc21)NCc1cccs1	-0.1%	-8%
CC(C)(C)C(=O)CNS(=O)(=O)c1ccc(S(=O)(=O)NC2CCCC2)cc1	-3.0%	-6%
Cc1cc([N+](=O)[O-])ccc1-c1ccc(C(=O)Nc2ccc3c(c2)oc2ccccc23)o1	2.5%	6%
O=S(=O)(NCCc1ccc2c(c1)OCCO2)c1cccs1	-19%	-6%
O=C(O)CC(C(=O)OCC1CCCO1)N1CCOCC1 (stereo not drawn)	-2.0%	-6%
Cc1ccc2nc(NC(=O)c3ccccc3Br)sc2c1	1.5%	0%
O=C(NNC(=O)C(c1ccccc1)c1ccccc1)c1ccc(Cl)cc1	0.9%	2%
CCc1cccc(CC)c1NC(=O)c1cccnc1	0.1%	3%
Cc1ccc(C(=O)N2CCN(c3ccc(Cl)cc3[N+](=O)[O-])CC2)cc1	2.1%	5%
Cc1nc(NC(C)c2ccccc2)c2c3c(sc2n1)CCC3 (stereo not drawn)	-2.3%	nt
O=c1oc2ccccc2c2c1nnn2CCN1CCCCC1	2.1%	2%
Cc1cc2c(cc1C)NC(CC(=O)Nc1ccc(F)cc1)C(=O)N2 (stereo not drawn)	-7.1%	4%
SMILES	Hsp70 inhibitors	MKP-3 inhibition
Cc1ccc(OCCCn2c(CO)nc3ccccc32)cc1	1.7%	-7%
O=C1c2ccccc2C(=O)N1CSc1nc(-c2ccccc2)cc(-c2ccccc2)n1	0.3%	5%
O=C1CC(N2CCN(c3ccccc3)CC2)C(=O)N1CCc1ccccc1 (stereo not drawn)	4.1%&4.9%	2%&1%
Cc1cc([N+](=O)[O-])ccc1-c1ccc(C(=O)Nc2ccc(Cl)cc2)o1	-1.4%	-5%
Cn1nnnc1SCC(=O)NCc1ccccc1	-2.4%	nt
CCOC(=O)c1c(NC(=O)CNC(C)C)sc2c1CCC2	4.1%	0%
CCc1c(C)c2ccc(OCC(C)=O)c(C)c2oc1=O	1.3%	6%
CCOC(=O)c1c(C)[nH]c(C(=O)Cn2nnc(-c3ccccc3)n2)c1C	-7.1%	-10%
COC(C)(C)c1cc(-c2cccc3ccccc23)nc(N)n1	-0.7%	0%
OCCN(Cc1ccccc1)Cc1cccc(F)c1	6.2%	-6%
O=C(O)C1C(C(=O)Nc2ccc(Br)cc2)C2C=CC1C21CC1 (stereo not drawn)	-1.5%	3%
CC1CC(=O)Nc2ccccc2S1(=O)=O (stereo not drawn)	1.7%	-5%
O=C(CCCCCN1C(=O)c2ccccc2C1=O)NC1CCCC1	-2.9%	-2%
Cc1ccc2[nH]c(=O)c(-c3nc4cc(C)ccn4c3NCc3ccco3)cc2c1	1.1%	17%
CC(C)COc1ccc(-c2nnc(-c3ccco3)o2)cc1	-2.5%	-10%
O=C(Cn1c(NCCCO)nc2ccccc21)c1ccc([N+](=O)[O-])cc1	1.5%	0%
O=C(c1cc2sccc2n1Cc1ccc(F)cc1)N1CCc2ccccc21	-0.8%	nt
CCCC(=O)NC(C)c1nc2ccccc2n1C (stereo not drawn)	-3.2%	2%
O=C(Nc1cc(C(F)(F)F)ccc1Cl)C1CCN(c2nnc(-n3cccc3)s2)CC1	0.2%	6%
CCOc1ccccc1C1C(C(=O)Nc2ccc(OC)cc2)=C(C)Nc2nc(CCCO)nn21 (stereo not drawn)	0.7%	2%
COc1ccc(Cl)cc1C(=O)N(Cc1nc(-c2cccc(C)c2)no1)C(C)C	0.8%	-1%
COc1ccc2[nH]c3c(c2c1)CCn1c-3nc2scc(-c3ccccc3)c2c1=O	4.9%	-2%
COCCN(CCOC)Cc1cc(=O)oc2cc3c(cc12)CCC3	3.9%	0%
COc1ccccc1NC(=O)C1=C(C)Nc2nnnn2C1c1ccccc1OC (stereo not drawn)	2.3%	3%
O=C(CCNc1ccc(-c2ccccc2)cc1)c1cccs1	-3.7%	4%

Molecules listed so far with a COOH group, in the order listed:
SMILES	Hsp70 inhibitors	MKP-3 inhibition
O=C(O)C1CCCCC1C(=O)NCCc1cccc(Cl)c1 (stereo not drawn)	-2.8%	-5%
CC1=CC(C)C(C(=O)O)C(C(=O)O)C1 (stereo not drawn)	3.9%	-17%
O=C(O)CC(C(=O)OCC1CCCO1)N1CCOCC1 (stereo not drawn)	-2.0%	-6%
O=C(O)C1C(C(=O)Nc2ccc(Br)cc2)C2C=CC1C21CC1 (stereo not drawn)	-1.5%	3%

Arranged by number of heavy atoms (high to low): 3 of the compounds above
SMILES	Hsp70 inhibitors	MKP-3 inhibition
O=C(c1cc2sccc2n1Cc1ccc(F)cc1)N1CCc2ccccc21	-0.8%	nt
CCOC(=O)c1c(NC(=O)CNC(C)C)sc2c1CCC2	4.1%	0%
CCc1c(C)c2ccc(OCC(C)=O)c(C)c2oc1=O	1.3%	6%

Grouped by structure: those above with two or more sulfur atoms.
SMILES	Hsp70 inhibitors	MKP-3 inhibition
O=C(CCS(=O)(=O)c1cccc2nsnc12)N1CCN(c2ccccc2F)CC1	-5.8%	nt
c1coc(Cn2c(SCc3nc4ccccc4[nH]3)nnc2-c2cccs2)c1	2.6%	-7%
O=C(Cn1cc(C(=O)c2cccs2)c2ccccc21)NCc1cccs1	-0.1%	-8%
CC(C)(C)C(=O)CNS(=O)(=O)c1ccc(S(=O)(=O)NC2CCCC2)cc1	-3.0%	-6%
O=S(=O)(NCCc1ccc2c(c1)OCCO2)c1cccs1	-19%	-6%

The list continues:
SMILES	Hsp70 inhibitors	MKP-3 inhibition
CCOc1ccc(OCC)c(NC(=O)C2CCN(S(=O)(=O)c3cccc4nonc34)CC2)c1	nt	0%
O=[N+]([O-])c1ccc(-n2cccn2)c(-c2nn[nH]n2)c1	-1.7%	4%
Cc1nc2nc(Cc3ccccc3)nn2c(C)c1Cl	6.1%	-3%
N#CCCn1cnc2c(=S)nc[nH]c21	-0.6%	-6%
Cc1ccc(N(Cc2ccc(C(=O)NCc3ccco3)cc2)S(C)(=O)=O)cc1C	-2.3%	2%
O=C(c1ccc(Cl)cc1Cl)N1CCN(c2cc(N3CCCCC3)c(F)cc2[N+](=O)[O-])CC1	-8.7%	7%
COC(=O)CC1NCCNC1=O (stereo not drawn)	0.2%	0%
O=C(NC1CCS(=O)(=O)C1)c1cn(-c2ccccc2)nc1-c1ccccc1 (stereo not drawn)	1.0%	1%
O=C(CN1C(=O)c2cccc3cccc(c23)C1=O)NCCN1CCOCC1	-2.7%	0%
COc1cccc(N=Cc2ccc(O)cc2O)c1	2.2%&-3.8%	-12%&7%
Cn1c(=O)c(C(=O)NC2CCCCCCC2)c(O)c2ccccc21	7.2%	-9%
CN1CCN(S(=O)(=O)c2ccc(Br)c3nsnc23)CC1	-2.0%	nt
CC1=C(C(=O)OC2CCCCC2)C(c2cccnc2)n2nnnc2N1 (stereo not drawn)	nt	-5%
CCOc1ccc(C(=O)Nc2ncc([N+](=O)[O-])s2)cc1OCC	2.6%	4%
COc1ccc(-c2noc(CN3CCOCC3)n2)cc1OC	-3.0%	-16%
COCCN(CCOC)c1nc(S(=O)(=O)c2ccc(C)cc2)c(Cl)s1	0.6%	nt
CC(C)OC(=O)c1c(-c2ccc(Cl)cc2Cl)csc1NC(=O)CCC(=O)O	3.4%	3%
COCCOC(=O)C(C#N)c1nc2ccccc2nc1N1CCN(Cc2ccccc2)CC1 (stereo not drawn)	2.2%	4%
COc1ccc(CN(C(=O)CNC(=O)c2ccco2)C(C(=O)NC2CCCC2)c2ccco2)cc1 (stereo not drawn)	1.1%	-8%
Cc1ccc(NC2=Nc3ccccc3CC2)cc1	-0.2%	nt
CN(C)c1ccc(NC(=O)C(=O)NCCC2=CCCCC2)cc1	-2.2%	0%
CC(C)c1nc2oc3c(NCC4CCCO4)ncnc3c2c2c1CCC2 (stereo not drawn)	-1.6%	2%
O=C(Nc1cccnc1)c1cc2c(ccc3ccccc32)o1	3.9%	-8%
COc1ccc(-c2noc(COc3ccc4c(c3)OCO4)n2)cc1	-3.9%	4%
COc1ccc2c(c1)cc1n2CCN2CCCN=C12	1.2%	-8%
SMILES	Hsp70 inhibitors	MKP-3 inhibition
O=C(c1ccccc1)N1CCN(S(=O)(=O)c2ccccc2)C1	3.6%	-2%
O=C(O)C(Cc1ccccc1)N1Cc2ccccc2C1=O (stereo not drawn)	-2.8%	nt
CCCn1c(C(O)c2ccc(N(C)C)cc2)nc2ccccc21 (stereo not drawn)	0.1%	-2%
O=S(=O)(NCCSc1nnnn1-c1ccccc1)c1cccs1	2.7%	5%
Cc1cc(=O)oc2cc(OCC(=O)OCC(=O)N3CCc4ccccc43)ccc12	-0.3%	0%
O=C(CN1C(=O)/C(=C/c2ccc(Br)cc2)SC1=S)Nc1ncc(Cc2cccc([N+](=O)[O-])c2)s1	0.4%	-1%
COc1cc(Cl)c(C)cc1NC(=O)CSc1nnc(-c2ccccn2)n1Cc1ccco1	0.8%	-4%
N=c1c2c(-c3ccccc3)c(-c3ccccc3)n(Cc3ccco3)c2ncn1Cc1ccccc1	0.3%	nt
COc1cccc(N2C(=O)/C(=C/c3ccc(O)c(OC)c3)SC2=S)c1	4.2%	-1%
CC1CCCCC1NC(=O)CCCc1nc2ccccc2c(=O)[nH]1 (stereo not drawn)	2.4%	-4%
O=C(c1cccs1)N1CCN(Cc2ccc3c(c2)OCO3)CC1	9.8%	-7%
Cc1ccc(-c2noc(CSc3nnnn3-c3ccccc3)n2)cc1	0.0%	6%
CC(=O)C1=C(O)C(=O)N(Cc2cccnc2)C1c1ccc(Cl)cc1 (stereo not drawn)	1.9%	nt
CC(Oc1ccc(Cl)cc1)C(=O)OCC(=O)Nc1ncc(Cl)cc1Cl (stereo not drawn)	-3.4%	nt
CC(C)(C)CC(C)(C)NC(=O)CSCC(=O)Nc1ccc2ccccc2c1	-0.2%&-0.5%	-3%
CCCCSc1nnc(-c2ccc(C)cc2)o1	1.5%	-1%
O=C(O)C1CC=CCC1C(=O)Nc1ccccc1Cl (stereo not drawn)	2.5%	-11%
CCOC(=O)N1CCC(N(C(=O)Nc2ccc(CC)cc2)C(C)CC)CC1 (stereo not drawn)	1.1%	2%
CCOC(NC(=O)c1ccccc1)C(NC(=O)c1ccccc1)OCC (stereo not drawn)	-1.2%	-7%

High-throughput results: PubChem BioAssay, Sanford-Burnham Center for Chemical Genomics

Not all compounds are listed; count on the stated rates, not on these rows.
